Wnt bcat act: activators of Wnt/beta-catenin signaling; 300,000 tested, 1.2% active; Wnt/beta-catenin reporter cell assay, activator, plate reader; activation, % at 9.35 µM; AID 743398; in the data active = activation above about 30%, passing the limit was not always enough; inconclusive = no clear call, values can overlap the other calls;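 also: 0% = neutral control wells and 100% = positive control wells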
PfHsp90 set2: reduces growth (ATP signal) of yeast expressing P. falciparum Hsp90 | inhibition, % at 9.4 µM | S. cerevisiae expressing PfHsp90, BacTiter-Glo ATP, 48 h; yeast lacking PDR1 and PDR3 efflux regulators | AID 504621 | 310,000 tested, 0.32% active;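 active = every replicate shows inhibition above about 80%, whatever the replicate mean, limit read from the data; inconclusive = mean inhibition reaches the set limit but some replicate falls short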;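 also: 0% = DMSO neutral controls and 100% = 20 µM radicicol positive controls; yeast relying on Plasmodium falciparum Hsp90 in place of its own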
Tat transport: inhibitors of E. coli Tat protein transport | inhibition, % at 10 µM | E. coli MC4100 TorA-mCherry Tat export, fluorescence | 340,000 tested, 0.036% active;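 active = mean replicate inhibition at least 50% and at least half of replicates individually reaching 50%; inconclusive = only one of the two criteria met; inactive = neither criterion met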;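 also: exported cargo escapes ClpAP degradation while cytoplasmic cargo is degraded and loses fluorescence; 0% = median of neutral control wells and 100% = median of NaSCN control wells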
Ecoli viability: bacterial growth inhibition, counter-screen for AddAB inhibitors; E. coli V3065 growth, OD600 absorbance, 18 h; inhibition, % at 11.9 µM; 330,000 tested, 0.27% active;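 active = inhibition above the campaign's mean inhibition across all tested compounds plus 3 SD, cut at about 9.9% in these data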;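 also: uninfected addAB+ strain grown without phage in ampicillin broth; 0% = DMSO wells and 100% = ciprofloxacin 0.95 µg/ml wells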
DAGLB inh: diacylglycerol lipase beta (human) inhibition; Q8NCG7; HEK293T DAGLB membrane lysate, EnzChek fluorogenic substrate; inhibition, % at 5.17 µM; 340,000 tested, 0.059% active; AID 504411; in the data active = inhibition above about 34%;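 also: 0% = enzyme with vehicle and 100% = wells lacking enzyme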
Target sequence (Q8NCG7 whole entry, looked up): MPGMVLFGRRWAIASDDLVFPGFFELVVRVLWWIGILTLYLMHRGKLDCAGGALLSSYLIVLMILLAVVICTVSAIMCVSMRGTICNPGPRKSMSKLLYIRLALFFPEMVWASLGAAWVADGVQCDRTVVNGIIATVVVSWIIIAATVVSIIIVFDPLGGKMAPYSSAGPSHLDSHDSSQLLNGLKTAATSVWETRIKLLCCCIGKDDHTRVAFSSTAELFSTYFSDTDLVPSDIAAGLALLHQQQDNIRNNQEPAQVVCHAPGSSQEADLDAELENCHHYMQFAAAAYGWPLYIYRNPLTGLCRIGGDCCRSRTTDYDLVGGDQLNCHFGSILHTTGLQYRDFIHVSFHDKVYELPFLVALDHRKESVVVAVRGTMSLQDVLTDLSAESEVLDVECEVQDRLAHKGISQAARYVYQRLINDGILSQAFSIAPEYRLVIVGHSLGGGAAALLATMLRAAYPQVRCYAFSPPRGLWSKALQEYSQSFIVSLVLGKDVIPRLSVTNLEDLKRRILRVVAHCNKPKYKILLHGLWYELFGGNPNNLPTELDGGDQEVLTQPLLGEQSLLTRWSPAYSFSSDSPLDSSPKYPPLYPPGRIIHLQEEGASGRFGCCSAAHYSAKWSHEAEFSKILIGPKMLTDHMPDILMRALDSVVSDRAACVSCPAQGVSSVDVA
PvdQ acylase: P. aeruginosa PvdQ acylase inhibition. 340,000 tested, 0.063% active. purified PvdQ acylase, fluorescence plate reader. AID 488965. inhibition, % at 10 µM; in the data active = inhibition above about 30%, passing the limit was not always enough; inconclusive = no clear call, values can overlap the other calls;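 also: 0% = vehicle neutral wells and 100% = reference inhibitor wells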
AddAB inh: less growth of phage-infected E. coli with AddAB. inhibition, % at 11.9 µM. E. coli expressing H. pylori AddAB, absorbance growth. 330,000 tested, 0.29% active. AID 435030; in the data active = inhibition above about 12%;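 also: 0% = vehicle wells of infected cells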
Rtt109 HAT inh: C. albicans Rtt109 histone acetyltransferase inhibition; inhibition, % at 34.9 µM; Q5AAJ8; 330,000 tested, 0.16% active; purified Rtt109/Vps75, ThioGlo CoA-SH fluorescence, 4 h; AID 540336;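 active = inhibition of at least 50% in every replicate; inconclusive = best replicate reaches 50% inhibition but some replicates fall short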
Target sequence (Q5AAJ8 whole entry, looked up): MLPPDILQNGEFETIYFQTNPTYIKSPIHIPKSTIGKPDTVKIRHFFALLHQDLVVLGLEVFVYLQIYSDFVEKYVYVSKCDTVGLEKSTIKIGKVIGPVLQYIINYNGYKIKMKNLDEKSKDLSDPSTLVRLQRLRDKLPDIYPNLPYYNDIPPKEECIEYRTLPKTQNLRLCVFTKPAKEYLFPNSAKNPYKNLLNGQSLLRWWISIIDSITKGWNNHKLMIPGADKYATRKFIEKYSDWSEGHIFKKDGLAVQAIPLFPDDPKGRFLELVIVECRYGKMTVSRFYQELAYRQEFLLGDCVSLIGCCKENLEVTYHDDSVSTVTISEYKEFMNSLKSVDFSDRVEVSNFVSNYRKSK
CAL PDZ inh: human CAL PDZ-peptide interaction inhibition | Q9HD26 | purified CAL PDZ, TMR-peptide fluorescence polarization, 1 h | inhibition, % at 20 µM | 330,000 tested, 0.02% active | AID 504414;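 active = highest replicate inhibition of at least 40%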;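 also: plate controls were DMSO neutral control wells for no effect and unlabeled competitor peptide control wells for full effect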
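System: purified tagged CAL PDZ domain construct (CerCALP). Schedule: 1 h incubation at room temperature before polarization reading. Medium: 25 mM sodium phosphate pH 7.4, 150 mM NaCl, TCEP, IgG, Thesit. Read-out: percent inhibition from loss of millipolarization. Measured by: FP readout, S and P plane fluorescence. Probe or stimulus: fluorescent TMR peptide probe.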
phage Ecoli inh: E. coli growth loss with phage present. 360,000 tested, 0.26% active. growth absorbance. inhibition, % at 11.9 µM; in the data active = inhibition above about 11%
* = called active by the depositor; ? = inconclusive; nt = not tested or not shown.

Structure	PfHsp90 set2	PvdQ acylase	phage Ecoli inh	Ecoli viability	DAGLB inh	Tat transport	Wnt bcat act	CAL PDZ inh	AddAB inh	Rtt109 HAT inh
COCCCn1c(C23CC4CC(CC(C4)C2)C3)n[nH]c1=S	-10	4	0.5	3.1	-2	-1	0	-1.6	3.7	4
S=C(c1ccc(-c2ccc(Cl)cc2Cl)o1)N1CCCC1	nt	nt	3.5	-0.5	nt	nt	33*	nt	0.9	nt
Cc1ccccc1-c1nc(C#N)c(NCc2ccco2)o1	-20	0	3.7	-2.8	2	-3	0	-2.6	0.0	-2
Cc1cc(NC(=O)CN(C)S(=O)(=O)c2cccc(Cl)c2)no1	15	-13	1.6	0.8	1	-1	-1	-0.2	1.5	0
CN(N=Nc1cccc([N+](=O)[O-])c1)c1ccccc1	-8	6	3.7	1.4	-11	2	13	-0.7	-3.1	0
CC(=O)N1[C@H](Cc2ccccc2)C=C[C@]1(C)C(=O)NCCc1c[nH]c2ccccc12	-11	7	-0.3	-0.7	-1	7	-1	0.0	2.6	-4
CCOc1ccc(C2Nc3ccc4ccccc4c3-c3c2c(=O)oc2ccccc32)cc1 (stereo unspecified)	-38	-5	0.1	-0.2	0	2	-1	-1.8	0.2	nt
Cn1cccc1CC(=O)N/N=C/c1cccc2ccccc12	-25	7	2.9	-3.1	4	-11	nt	-1.4	1.3	nt
Cc1ccc(C(C)C)cc1S(=O)(=O)Nc1ccncc1	-13	-13	-0.2	-0.4	-3	-2	-1	-1.9	-2.7	nt
CCOC(=O)c1ccccc1NC(=O)Nc1ccc(OC)c(OC)c1	3	9	3.8	-0.1	0	-8	nt	-2.0	0.4	27
COc1ccc(CCN(Cc2cccs2)S(=O)(=O)c2ccc(S(=O)(=O)N3CCCCCC3)cc2)cc1OC	-1	-17	1.5	2.2	-1	-1	nt	-1.9	5.6	1
O=C(CCc1ccccc1)NCc1ccncc1	2	-18	1.8	nt	-3	-5	1	0.0	nt	-6
O=C(CNc1cc(S(=O)(=O)N2CCOCC2)ccc1NCC1CCCO1)Nc1ccccc1F (stereo unspecified)	-4	7	-1.8	-3.3	-1	-6	1	-1.6	-1.3	9
O=C(Nc1ccc(F)c(F)c1)NC1CCCCC1	6	0	7.3	1.5	0	-4	18	-2.0	-2.4	-3
Cc1ccccc1NC(=S)NCCC(c1ccccc1)c1ccccc1	23	-17	5.6	5.4	-1	1	nt	-1.6	7.7	2
C/C(=N\NC(=S)NCCc1ccccc1)c1ccc(C)cc1	nt	-5	0.4	1.0	-12	12	-4	-1.6	0.6	-1
CN(C(=O)c1cc(S(=O)(=O)N2CCCCC2)c[nH]1)C1CCCCC1	3	-6	2.7	0.2	-8	-1	0	-0.4	3.0	-8
COc1ccc(CNC(=O)CN(Cc2ccco2)C(=O)CNS(=O)(=O)c2ccc(F)cc2)cc1	11	-8	2.8	-0.7	-1	11	-2	-2.0	0.8	-11
CC(CCc1ccccc1)NC(=O)C1CCCN(c2nnc(-n3cccc3)s2)C1 (stereo unspecified)	-4	-10	2.2	-1.1	-6	4	-2	-0.2	-0.1	-3
COc1ccc(OC)c(-c2nnc(-c3ccc(C)o3)o2)c1	1	9	0.5	2.0	1	5	7	-2.1	3.2	13
CN(C)CCNc1ccc(CO)c2sc3ccc(O)cc3c(=O)c12	-8	18	0.8	nt	4	0	-9	-0.1	nt	6
Cc1ccc(SCC(=O)Nc2ccc3c(c2)OCCO3)cc1	-31	-7	1.2	-1.9	-5	0	15	-0.9	-1.0	2
Cc1noc(C)c1C1(O)CCCCCCCCCCC1	-10	3	1.2	1.5	-5	0	-2	-1.8	0.6	12
Cc1cccc(CCNS(=O)(=O)c2ccc(S(=O)(=O)NC3CCCC3)cc2)c1	-33	-10	3.4	1.6	-1	14	-3	0.1	3.0	0
CC(=O)c1ccc(NC(=O)CS(=O)(=O)c2cn(CC(=O)N3CCOCC3)c3ccccc23)cc1	-9	-4	2.4	-0.1	-4	-4	-1	-2.1	-0.8	1
COc1ccc(C(=O)Oc2ccc3c(C)cc(=O)oc3c2C(C)=O)cc1	-17	-20	2.1	1.1	-2	7	1	-0.7	-0.6	-3
O=C(c1cccc(C(F)(F)F)c1)N1CCc2c([nH]c3ccccc23)C1C(F)(F)F (stereo unspecified)	-3	1	75*	-0.2	-6	15	4	-0.1	3.1	4
Cc1cc(C(=O)COC(=O)CC2Sc3ccccc3NC2=O)c(C)n1-c1ccccc1 (stereo unspecified)	-8	10	1.7	-1.3	2	12	29	-2.8	4.4	13
Cc1cc(NC(=O)C2CC2)ccc1NC(=O)c1cccs1	10	2	3.3	1.9	0	?	0	-0.7	1.9	15
CCCSc1ccc([C@@H]2[C@H]3C(=O)N(CC)C(=O)[C@H]3[C@]3(C(=O)OC)CCCCN23)cc1OC	-13	2	1.0	1.4	-6	7	-4	-1.3	3.1	10
CCN(CC)S(=O)(=O)c1cc(NC(=O)C(C)N2CCc3ccccc32)ccc1C (stereo unspecified)	nt	7	2.8	-1.8	-2	0	-1	-0.2	2.6	-4
CCN(CC)CC(O)COc1ccc2c(c1)c(C(C)=O)c(C)n2-c1ccccc1 (stereo unspecified)	20	-10	2.7	-1.9	2	1	nt	-3.8	-2.5	0
O=S(=O)(Nc1ccc(S(=O)(=O)N2CCOCC2)cc1)c1ccc(Br)cc1	8	-9	0.7	-0.6	1	-6	0	-3.8	1.8	-3
COc1ccc(N2CCN(C(=O)COC(=O)CCS(=O)(=O)c3ccc(C)cc3)CC2)cc1	-10	17	2.8	0.1	1	0	0	-0.9	1.0	-4
C=CCn1c(N)cc(=O)nc1SCC(=O)Nc1ccc2ccccc2c1	8	13	1.4	2.2	3	3	nt	-1.8	3.8	4
C=CCOC(=O)C1=C(C)OC(N)=C(C#N)C1c1ccc(F)cc1 (stereo unspecified)	-1	8	3.4	-0.7	-2	-13	0	0.3	2.7	4
CCOc1ccc(-c2nnn(CC(=O)N3CCN(c4ccc(F)cc4)CC3)n2)cc1OCC	-20	16	1.8	1.6	0	5	nt	0.2	5.8	-10
CCC1(CC)Nc2ccccc2C(=O)N1c1ccc(NC(C)=O)cc1	2	3	2.5	1.2	-2	1	9	0.4	4.3	-1
COc1cccc(/C=N/NC(=O)C[n+]2ccccc2)c1OC	6	-4	0.7	0.1	0	-8	nt	-0.5	2.7	-1
COc1ccc(C(=O)N2CCN(c3ccc(C(C)=O)cc3)CC2)cc1S(=O)(=O)N1CCCC1	-15	-16	-1.6	-1.7	-1	-3	7	0.7	-1.0	0
COc1ccc(C(=O)NCC(O)CN2CCOCC2)cc1[N+](=O)[O-] (stereo unspecified)	4	11	3.7	1.1	-1	4	-1	nt	3.4	3
COCCN(C(=O)CNC(=O)c1cccs1)C(C(=O)NC(C)(C)C)c1ccccc1 (stereo unspecified)	6	-8	2.1	0.3	-2	-1	-1	-2.7	-1.4	-7
CCn1c(CCCOc2ccc(Cl)cc2Cl)nnc1SCC(=O)Nc1cccc(F)c1	20	1	0.3	-0.5	-2	-12	nt	nt	3.3	4
CNC(=S)N/N=C1\CC(c2ccccc2)Oc2ccccc21 (stereo unspecified)	4	-12	2.6	0.8	0	4	0	-2.0	-0.5	3
Cc1cc(C)cc(NC(=O)C2CCCN(S(=O)(=O)c3cnc[nH]3)C2)c1 (stereo unspecified)	-15	-21	1.5	-0.3	2	-6	-2	-0.7	1.9	-2
Cc1nn(C)c(Sc2ccccn2)c1[N+](=O)[O-]	2	6	1.9	0.8	nt	1	-1	0.2	0.9	-6
CC(=O)c1ccc(NC(=O)CCc2c(C)nn(-c3ccc(N4CCOCC4)nn3)c2C)cc1	-6	-13	-0.8	-1.4	0	-6	6	-3.5	2.9	18
C[C@H](CO)N1C[C@H](C)[C@@H](CN(C)C)Oc2c(NS(=O)(=O)c3cccs3)cccc2C1=O	-11	5	2.6	-2.7	-1	-4	4	0.1	3.9	2
CC(C)(C)Nc1nc(N2CCCC2)nc(N2CCCC2)n1	-8	-11	1.7	2.5	-10	5	nt	0.3	-0.4	-5
CN(C(=O)c1cccs1)C1(C)CCS(=O)(=O)C1 (stereo unspecified)	4	7	2.5	-0.1	-2	-7	-2	-3.4	-3.1	21
Cn1ccc(NC(=O)c2ccc(Cl)cc2)n1	-13	-1	3.8	3.4	1	1	18	0.4	2.2	-2
Cc1ccc(C(=O)N/N=C2/NC(=O)CC(C(=O)Nc3ccccc3)S2)cc1 (stereo unspecified)	-6	10	3.6	2.9	4	-8	0	-0.3	6.9	8
CCOC(=O)C1(C/C(C)=N/NC(N)=O)CC(C)OC1=O (stereo unspecified)	-13	-20	1.7	1.4	0	3	-2	-0.8	2.2	-9
CSc1ccc(/C=C/C(=O)OCC(=O)c2ccc[nH]2)cc1	5	-12	1.3	1.8	-5	5	5	-1.7	-0.3	9
COc1ccc2cc3cc(C(=O)NCCCN4CCc5ccccc5C4)sc3nc2c1	-22	1	5.0	-2.6	-2	2	15	-3.5	-0.8	1
COc1ccc(OCCCC(=O)NCCc2ccc(OC)c(OC)c2)cc1	-1	0	3.1	-2.5	0	-7	-2	-1.9	1.2	nt
COC(=O)CNC(=O)CN1C(=O)N(c2cccc(Cl)c2)C(N(O)C(=O)Nc2cccc(Cl)c2)C1(C)C (stereo unspecified)	19	-42	2.8	-0.5	-4	-6	nt	-1.8	3.1	-31
O=c1cc(C=NNc2ccccc2)[nH]c(=O)[nH]1	4	-14	6.9	nt	1	-13	-7	-0.2	nt	0
COc1cc(/C=C2\C(=N)N3N=C(CC(=O)N4CCOCC4)SC3=NC2=O)cc(OC)c1OC	-22	6	2.5	0.6	-1	-3	1	-0.7	3.8	19
Oc1cc2ccccc2nc1-c1ccccc1Cl	10	-3	-0.8	-2.4	2	-2	0	-1.9	-1.4	0
COCCn1c(C)cc(O)c(C(=O)Nc2cccc(Cl)c2)c1=O	-5	7	5.5	-0.8	-5	0	-1	-2.3	6.6	38
O=C(Cc1ccccn1)Nc1ccccc1	6	-11	-0.5	-0.3	-1	-10	-7	0.1	0.2	1
COC(=O)C1=C(C)N(Cc2ccccc2)C(=NCCc2ccccn2)N[C@H]1c1cccc(F)c1	5	2	1.3	-0.2	-2	-8	-2	-0.9	-0.2	6

3 compounds already listed, ordered by formula weight, largest number first:
Structure	PfHsp90 set2	PvdQ acylase	phage Ecoli inh	Ecoli viability	DAGLB inh	Tat transport	Wnt bcat act	CAL PDZ inh	AddAB inh	Rtt109 HAT inh
COC(=O)CNC(=O)CN1C(=O)N(c2cccc(Cl)c2)C(N(O)C(=O)Nc2cccc(Cl)c2)C1(C)C (stereo unspecified)	19	-42	2.8	-0.5	-4	-6	nt	-1.8	3.1	-31
COc1cc(/C=C2\C(=N)N3N=C(CC(=O)N4CCOCC4)SC3=NC2=O)cc(OC)c1OC	-22	6	2.5	0.6	-1	-3	1	-0.7	3.8	19
COc1ccc2cc3cc(C(=O)NCCCN4CCc5ccccc5C4)sc3nc2c1	-22	1	5.0	-2.6	-2	2	15	-3.5	-0.8	1

Source: PubChem BioAssay
